C diff HTS – C. difficile growth inhibitors, primary screen, HTS. Clostridium difficile clinical isolate growth, OD600, 24 h; active compounds read low. growth activity, negative = inhibition, % at 16 µg/mL (by protocol). hit rate 0.25% among 86,000;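 active = mean growth activity at or below -80% and every replicate also at or below -80%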;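 note: 0% = DMSO wells and -100% = levofloxacin 16 µg/mL wells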
* marks the source's active call; other numbers are inactive results.

Molecule	C diff HTS
NC(=O)[C@@H]1[C@H]2C(=O)O[C@H](c3ccccc3)[C@H](c3ccccc3)N2[C@H](c2ccccc2OCCO)[C@@]12C(=O)Nc1ccccc12	-29
COc1ccc([Si](C)(C)[C@@H]2[C@@H](CCn3cc([C@H](O)c4ccccc4)nn3)O[C@]3(C(=O)N(Cc4cccc(N5CCC5=O)c4)c4ccccc43)[C@H]2C)cc1	1
CC(C)(C)[C@@H]1C=C(C(=O)NC2CC2)O[C@H](OCc2ccc(CO)cc2)C1	0
C=CCN1C(=O)[C@@]2(O[C@@H](CCO)[C@H]([Si](C)(C)c3ccc(OC)cc3)[C@H]2C)c2cc(N3CCCCC3=O)ccc21	7
CCO[C@H]1OC(C(=O)N2CCCC2)=C[C@@H](c2ccc3c(c2)OCO3)[C@@H]1CCCO	1
CN1CCN(C(=O)C2=C[C@@H](C(C)(C)C)C[C@@H](OCc3ccc(CO)cc3)O2)CC1	-6
C=CCNC(=O)[C@@H]1[C@H]2C(=O)O[C@H](c3ccccc3)[C@H](c3ccccc3)N2[C@H](c2ccc(O)cc2)[C@@]12C(=O)Nc1ccc(C#CCC(C(=O)OC)C(=O)OC)cc12	9
COc1ccc([Si](C)(C)[C@@H]2[C@@H](CCn3cc(CCO)nn3)O[C@]3(C(=O)N(Cc4cccc(N5CCOC5=O)c4)c4ccccc43)[C@H]2C)cc1	-3

The last 3 compounds of the section before come first, to join the parts.
Molecule	C diff HTS
CN1CCN(C(=O)C2=C[C@@H](C(C)(C)C)C[C@@H](OCc3ccc(CO)cc3)O2)CC1	-6
C=CCNC(=O)[C@@H]1[C@H]2C(=O)O[C@H](c3ccccc3)[C@H](c3ccccc3)N2[C@H](c2ccc(O)cc2)[C@@]12C(=O)Nc1ccc(C#CCC(C(=O)OC)C(=O)OC)cc12	9
COc1ccc([Si](C)(C)[C@@H]2[C@@H](CCn3cc(CCO)nn3)O[C@]3(C(=O)N(Cc4cccc(N5CCOC5=O)c4)c4ccccc43)[C@H]2C)cc1	-3
O=C(C1=C[C@H](C2CCCCC2)C[C@H](OCc2ccc(CO)cc2)O1)N1CCN(Cc2ccccc2)CC1	12
COc1ccc([Si](C)(C)[C@H]2[C@H](CCO)O[C@@]3(C(=O)N(Cc4ccccc4)c4ccc(N5CCCCC5=O)cc43)[C@@H]2C)cc1	6
C=CC[C@H](O)c1ccc(O)c(F)c1	-1
COCCOC(=O)N1C(=O)[C@@]2(c3cc(C#CC4=CCCCC4)ccc31)[C@H](c1ccc(OCCO)cc1)N1[C@H](c3ccccc3)[C@H](c3ccccc3)OC(=O)[C@H]1[C@@H]2C(=O)N1CCc2cc(OC)c(OC)cc2C1	-2
O=C(C1=C[C@@H](C2CC2)C[C@@H](OCCCCO)O1)N1CCOCC1	-6
C#CCNC(=O)C1=C[C@H](c2ccc(Br)cc2)C[C@H](OCc2ccc(CO)cc2)O1	8
O=C(Nc1ccccc1)C1=C[C@@H](c2ccc(Br)cc2)C[C@@H](OCc2ccc(CO)cc2)O1	6
COC(=O)c1cn(CCNC(=O)[C@@H](NS(=O)(=O)c2ccc(C)cc2)C(C)C)nn1	-1
Cc1ccc(S[C@]2(C(=O)NC3CC3)CC(=O)N(C3CCCCC3)[C@@H]2c2ccc(CO)cc2I)cc1	4
C#CCNC(=O)C1=C[C@@H](C2CCCCC2)C[C@@H](OCc2ccc(CO)cc2)O1	4
Cn1c(=O)n2n(c1=O)[C@H](C1CC1)C=C1CN3[C@@H]([C@H](Cc4ccccc4)OC(=O)[C@@H]3Cc3ccccc3)[C@@H]12	-4
O=C(c1ccccc1)N1Cc2ccccc2[C@H]2OC(c3ccc(OCCCO)cc3)=N[C@@]2(Cc2ccccc2)C1=O	8
CC(C)C[C@@H]1NC(=O)[C@@H]2C[C@H](C(=O)O)[C@H](c3cccc(OCCO)c3)N2C1=O	-1
CCO[C@@H]1OC(C(=O)NC2CC2)=C[C@H](c2ccc(C(F)(F)F)cc2)[C@H]1CCCO	4
CCC(CO)Oc1cc(NC(=O)c2cccc([N+](=O)[O-])c2)c2ncn(C(C)C)c2c1 (centres undefined)	-23
C/C=C/CN(C(=O)C#Cc1ccccc1)[C@H](CO[Si](C)(C)C(C)(C)C)c1ccccc1	-31
C=CC[C@@H](OC(=O)Nc1ccc(SC)cc1)c1ccc(OCCO)cc1	8
O=C(NCc1nc2ccccc2[nH]1)C1=C[C@@H](C2CC2)C[C@@H](OCc2ccc(CO)cc2)O1	7
C#CCNC(=O)C1=C[C@@H](C2CCCCC2)C[C@@H](OCCCCO)O1	-3
O=C(O)C1=C[C@@H](c2ccccc2)C[C@@H](OCc2ccc(CO)cc2)O1	-10
CC(=O)Oc1ccccc1C(=O)OCO/N=[N+](\[O-])N1CCC[C@H]1C(=O)O	-2
C/C=C/[C@@H](CCn1cc(CCO)nn1)[Si](C)(C)c1ccc(OC)cc1	2
O=C(C1=C[C@@H](c2ccccc2)C[C@@H](OCCCCO)O1)N1CCN(Cc2ccc3c(c2)OCO3)CC1	1
CC(=O)NCCCC[C@@H]1NC(=O)[C@H]2C[C@@H](C(=O)NCCCCCCNC(=O)CS)[C@@H](c3ccc(O)cc3)N2C1=O	-3
CCCNc1ncnc2ccc(Br)cc12	2
C#Cc1ccc([C@@H]2C=C(C(=O)Nc3ccccc3)O[C@H](OCc3ccc(CO)cc3)C2)cc1	-7
O=C(Nc1ccccc1)C1=C[C@@H](c2csc3ccccc23)C[C@@H](OCc2ccc(CO)cc2)O1	9
CCCNC(=O)[C@@]1(c2ccc([N+](=O)[O-])cc2)CC(=O)N(CC23CC4CC(CC(C4)C2)C3)[C@@H]1c1ccc(CO)cc1I	5
COC(=O)c1c(CC[C@@H](CO)NC(=O)N[C@H](Cc2ccccc2)Cn2cc(-c3ccccc3N)nn2)oc(C(C)=O)c1C(=O)OC	10
C#CCNC(=O)C1=C[C@H](c2csc3ccccc23)[C@@H](CCCO)[C@H](OCC)O1	15
COCCOC(=O)N1C(=O)[C@@]2(c3ccccc31)[C@H](C(=O)N1CCN(c3ncccn3)CC1)[C@H]1C(=O)O[C@H](c3ccccc3)[C@H](c3ccccc3)N1[C@@H]2c1ccc(O)cc1	4
COCCOC(=O)N1C(=O)[C@@]2(c3cc(C#CCNC(N)=O)ccc31)[C@H](C(N)=O)[C@H]1C(=O)O[C@H](c3ccccc3)[C@H](c3ccccc3)N1[C@@H]2c1ccccc1OCCO	6
O=C(c1ccccc1)N1Cc2ccccc2[C@H]2OC(c3ccc(OCCCO)cc3)=N[C@@]2(CCS(=O)(=O)c2ccccc2)C1=O	11
CN(Cc1ccccc1)CC1CC(c2ccccc2)OC(c2ccc(NC(=O)CCCCCCC(=O)O)cc2)O1 (centres undefined)	-7
O=C1O[C@H](c2ccccc2)[C@H](c2ccccc2)N2[C@H]1[C@@H](C(=O)N1CCCCCCC1)[C@]1(C(=O)Nc3ccc(C#CC4(O)CCCCCC4)cc31)[C@H]2c1ccccc1OCCO	-2
Cc1ccc(-c2c(C#N)c(N)n(-c3ccccc3C)c(=O)c2C#N)cc1	0
CC(C)(C)[C@@H]1C=C(C(=O)NCc2ccccc2)O[C@H](OCc2ccc(CO)cc2)C1	3
Cc1ccc(F)cc1S(=O)(=O)N[C@H]1CCN(Cc2ccc(OC(C)C)cc2)C1	-19
CCO[C@@H]1OC(C(=O)Nc2ccccc2)=C[C@H](c2ccccc2)[C@H]1CCCO	31
CC(C)(C)c1ccc(N2C(=O)CS(=O)(=O)C2c2ccccc2)cc1 (centres undefined)	-10
CCCCNC(=O)c1ccc(C#CC(C)(C)C)c(OC(C)=O)c1	1
NC(=O)[C@@H]1[C@H]2C(=O)O[C@H](c3ccccc3)[C@H](c3ccccc3)N2[C@H](c2ccc(OCCO)cc2)[C@@]12C(=O)Nc1ccc(C#CC3=CCCCC3)cc12	-1
CC(C)C[C@@H]1NC(=O)[C@H]2C[C@@H](C(=O)NCc3ccc(F)cc3)[C@@H](c3cccc(OCCO)c3)N2C1=O	-1
O=C1O[C@@H](c2ccccc2)[C@@H](c2ccccc2)N2[C@@H](c3ccc(O)cc3)[C@]3(C(=O)Nc4ccc(C#CCCO)cc43)[C@@H](C(=O)NC[C@H](O)c3ccccc3)[C@H]12	9
CCOC(=O)[C@H](Cc1c[nH]c2ccccc12)NC(=O)CN=[N+]=[N-]	-10
O=C(Nc1ccccc1)C1=C[C@H](c2csc3ccccc23)C[C@H](OCc2ccc(CO)cc2)O1	5
C=CC[C@H](OC(=O)Nc1ccc(SC)cc1)c1ccc(OCCO)cc1	-8
CC(=O)n1cc([C@@H]2C=C(C(=O)N3CCCCCCC3)O[C@H](OCCCCO)C2)c2ccccc21	8
C#CCNC(=O)C1=C[C@H](c2cn(C(C)=O)c3ccccc23)C[C@H](OCc2ccc(CO)cc2)O1	-43
CCNC(=O)C[C@H]1C=C[C@@H](NC(=O)C2CCC2)[C@H](CO)O1	-2
COc1ccc([C@@H]2C=C(C(=O)N3CCCCC3)O[C@H](OCc3ccc(CO)cc3)C2)cc1	8
O=C(NCc1ccccc1)[C@@]1(Cc2ccccc2)COC(c2ccc(OCCCO)cc2)=N1	14
O=C(Nc1ccccc1)C1=C[C@@H](c2coc3ccccc3c2=O)C[C@@H](OCc2ccc(CO)cc2)O1	-23
O=C(C1=C[C@@H](c2ccc(C(F)(F)F)cc2)C[C@@H](OCc2ccc(CO)cc2)O1)N1CCOCC1	1
COCCOC(=O)N1C(=O)[C@@]2(c3cc(C#CCC(C(=O)OC)C(=O)OC)ccc31)[C@H](C(=O)N1CCc3cc(OC)c(OC)cc3C1)[C@H]1C(=O)O[C@H](c3ccccc3)[C@H](c3ccccc3)N1[C@@H]2c1ccc(O)cc1	-2
CCO[C@@H]1OC(C(=O)N2CCN(C)CC2)=C[C@H](c2ccc(C(F)(F)F)cc2)[C@H]1CCCO	2

(more compounds)
Molecule	C diff HTS
O=C1N[C@H](Cc2ccccc2)COCn2nncc2CC[C@H]1Cc1ccccc1	-11
O=C(NCc1nc2ccccc2[nH]1)C1=C[C@H](c2ccc3c(c2)OCO3)C[C@H](OCc2ccc(CO)cc2)O1	14
CCO[C@@H]1OC(C(=O)N2CCN(Cc3ccccc3)CC2)=C[C@H](c2ccc3c(c2)OCO3)[C@H]1CCCO	13
COc1ccc([Si](C)(C)[C@@H]2[C@@H](CCn3cc(CCO)nn3)O[C@]3(C(=O)N(Cc4ccc(N5CCOC5=O)cc4)c4ccccc43)[C@H]2C)cc1	1

In the list so far, 11 contain a halogen.
Molecule	C diff HTS
C=CC[C@H](O)c1ccc(O)c(F)c1	-1
C#CCNC(=O)C1=C[C@H](c2ccc(Br)cc2)C[C@H](OCc2ccc(CO)cc2)O1	8
O=C(Nc1ccccc1)C1=C[C@@H](c2ccc(Br)cc2)C[C@@H](OCc2ccc(CO)cc2)O1	6
Cc1ccc(S[C@]2(C(=O)NC3CC3)CC(=O)N(C3CCCCC3)[C@@H]2c2ccc(CO)cc2I)cc1	4
CCO[C@@H]1OC(C(=O)NC2CC2)=C[C@H](c2ccc(C(F)(F)F)cc2)[C@H]1CCCO	4
CCCNc1ncnc2ccc(Br)cc12	2
CCCNC(=O)[C@@]1(c2ccc([N+](=O)[O-])cc2)CC(=O)N(CC23CC4CC(CC(C4)C2)C3)[C@@H]1c1ccc(CO)cc1I	5
Cc1ccc(F)cc1S(=O)(=O)N[C@H]1CCN(Cc2ccc(OC(C)C)cc2)C1	-19
CC(C)C[C@@H]1NC(=O)[C@H]2C[C@@H](C(=O)NCc3ccc(F)cc3)[C@@H](c3cccc(OCCO)c3)N2C1=O	-1
O=C(C1=C[C@@H](c2ccc(C(F)(F)F)cc2)C[C@@H](OCc2ccc(CO)cc2)O1)N1CCOCC1	1
CCO[C@@H]1OC(C(=O)N2CCN(C)CC2)=C[C@H](c2ccc(C(F)(F)F)cc2)[C@H]1CCCO	2

The list is partial; the hit share may differ from the screen's.
